Screening results: PubChem, National Center for Advancing Translational Sciences (NCATS)
IL2 activator: IL-2 activation. IL-2 activation reporter assay, cell-based qHTS; stimulated with anti-CD3/CD4/CD28 beads; in transgenic mouse T cells. hit rate 0.065% among 360,000. activation, % (series mostly up to about 46 µM); in the data active means activation above about 50%; inconclusive means mostly about 30% to 49%; further: 0% is about no effect
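Readout is EGFP and DsRed signal by fluorescent plate cytometry after 18 h at 37 degrees C. Transgenic mouse T cells (750/well) received compound for 60 min before bead stimulation (anti-CD3, anti-CD4, anti-CD28); memory T cells served as non-tolerant control.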
EPAC1 agonist: activates human EPAC1 exchange factor. O95398. AID 720707. Potency, µM (series often up to 154 µM), without a hit: top-dose activation, most hits filed as activators. EPAC1 agonist qHTS, biochemical assay; response scale: 100% = response to 6.5 mM cAMP. hit rate 0.073% among 360,000; further: potency means the concentration at half of the fitted maximal effect; nearly all actives have a fitted effect of over 60% in size
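Nucleotide exchange assay: 100 nM EPAC1 with 250 nM Rap1B loaded with BODIPY-GDP and 50 uM GDP, room temperature. Fluorescence (480/540 nm) read every 5 min for 30 min; signal change normalized to 6.5 mM cAMP as full agonist.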
PLK1 PBD block: blocks phosphopeptide binding to human PLK1 polo-box domain; P53350; Plk1 PBD binding of FITC phosphopeptide, fluorescence polarization; Potency, µM, inactives show max response, negative = inhibition, most hits filed as inhibitors; hit rate 2.8% among 360,000; AID 720504; further: potency means the concentration at half of the fitted maximal effect; series mostly up to about 57 µM; on the % scale 0 is the no-effect control and ±100 the full control effect; nearly all actives have a fitted effect of over 65% in size
Target sequence (P53350 whole entry, looked up, the tested form may be a part): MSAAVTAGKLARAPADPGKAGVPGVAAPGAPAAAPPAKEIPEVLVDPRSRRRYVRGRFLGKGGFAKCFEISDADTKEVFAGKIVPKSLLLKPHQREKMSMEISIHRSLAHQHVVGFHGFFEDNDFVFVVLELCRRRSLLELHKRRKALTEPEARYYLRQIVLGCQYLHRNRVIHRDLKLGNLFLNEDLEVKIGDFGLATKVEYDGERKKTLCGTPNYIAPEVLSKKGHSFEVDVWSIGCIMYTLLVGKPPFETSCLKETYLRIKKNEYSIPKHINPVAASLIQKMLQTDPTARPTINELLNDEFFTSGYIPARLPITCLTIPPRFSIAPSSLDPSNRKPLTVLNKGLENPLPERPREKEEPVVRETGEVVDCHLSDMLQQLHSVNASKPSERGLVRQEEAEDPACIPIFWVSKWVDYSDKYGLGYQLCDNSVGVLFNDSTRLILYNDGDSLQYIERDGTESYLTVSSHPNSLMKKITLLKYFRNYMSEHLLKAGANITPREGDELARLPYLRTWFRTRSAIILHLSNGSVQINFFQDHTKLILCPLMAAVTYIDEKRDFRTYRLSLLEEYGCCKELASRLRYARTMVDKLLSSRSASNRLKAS
PI5P4Ka inh: PI5P4K alpha (human) kinase inhibition; P48426; PI5P4Kalpha enzyme, ADP-Glo luminescence, 60 min; hits give low values; max response, %; hit rate 1.2% among 330,000; active means max response of -50% or lower; inconclusive means between -30% and -50%; inactive means -30% or higher; further: value at the top dose of about 77 µM; on the % scale 0 is the no-effect control and ±100 the full control effect
Target sequence (P48426 whole entry, looked up): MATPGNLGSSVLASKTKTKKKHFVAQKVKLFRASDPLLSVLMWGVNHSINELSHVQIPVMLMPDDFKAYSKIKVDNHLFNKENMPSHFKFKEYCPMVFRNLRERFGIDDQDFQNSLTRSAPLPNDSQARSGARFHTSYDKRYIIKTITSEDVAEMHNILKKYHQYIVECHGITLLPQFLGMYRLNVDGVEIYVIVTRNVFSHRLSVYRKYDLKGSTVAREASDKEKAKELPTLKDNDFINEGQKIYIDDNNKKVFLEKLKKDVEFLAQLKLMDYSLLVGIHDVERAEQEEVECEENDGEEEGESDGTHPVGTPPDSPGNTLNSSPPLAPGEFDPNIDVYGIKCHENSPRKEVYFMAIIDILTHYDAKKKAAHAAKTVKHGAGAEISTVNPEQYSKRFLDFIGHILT
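Reactions run in 0.038 M HEPES pH 7.4, 0.28 mM EGTA, 0.1% CHAPS and 5% DMSO, with PI5P4Kalpha, substrate, compound and 5 microM ATP final, one hour at room temperature. Readout is ADP-Glo luminescence.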
EPAC1 antag: EPAC1 (human) antagonism. O95398. EPAC1 GEF assay, Rap1b-BODIPY-GDP exchange fluorescence. Potency, µM (series often up to 115 µM), for inactives: top-dose activity change, negative = inhibition, most hits filed as inhibitors. hit rate 0.14% among 360,000;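 further: potency means the concentration at half of the fitted maximal effect; plate controls were vehicle for no effect and positive control for full effect; nearly all actives have a fitted effect of over 50% in size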
Abeta rescue: A-beta toxicity reversal in yeast | yeast expressing A-beta42, growth rescue, OD600, 48 h; response scale: 0% DMSO, 100% iron-clioquinol control | hit rate 0.063% among 410,000 | Potency, µM (top dose mostly 46.1 µM), without a hit: at the highest dose growth rescue, usual class: activators; further: potency means the concentration at half of the fitted maximal effect; nearly all actives have a fitted effect of over 55% in size
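Yeast A-beta toxicity model in growth medium with pinned compounds, 48 h at 30 C; growth read as absorbance at 600 nm. Normalized to FeCl3/clioquinol equimolar mix (positive) and DMSO (negative).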
aSyn yeast inh: alpha-synuclein toxicity inhibition in yeast; Yeast expressing alpha-synuclein, growth rescue, BacTiter-Glo, 24 h; Potency, µM (titrated, usually from 46.1 µM), without a hit: at the highest dose growth rescue (activation), hits mostly activators; hit rate 0.14% among 370,000; AID 652106; further: potency means the concentration at half of the fitted maximal effect; % of control where 0% means no effect; nearly all actives have a fitted effect of over 65% in size
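Galactose-induced alpha-syn yeast (OD600=0.02, raffinose-pregrown) + pinned cpd, 24 hr, 30 deg C; growth by BacTiter-Glo luminescence. Growth restoration scores as activation.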
FUS suppressor: rescues growth of FUS-expressing yeast | S. cerevisiae FUS-expressing, growth rescue, OD600, 24 h | Potency, µM (top dose mostly 76.6 µM), inactives show at the top dose growth rescue (activation), usual class: activators | hit rate 0.24% among 390,000 | AID 1347120;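 further: potency means the concentration at half of the fitted maximal effect; plate controls were DMSO vehicle for no effect and reference control for full effect; nearly all actives have a fitted effect of over 55% in size; some results filed as inactive show a strong effect at the top dose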
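S. cerevisiae expressing FUS from galactose induction served as the toxicity model. Growth after 24hr at 30C, read as absorbance at 600 nm, indicates suppression of toxicity; compounds dosed at several concentrations.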
WRN inhibitor: WRN helicase (human) inhibition. Q14191. WRN helicase unwinding, fluorescent forked duplex, kinetic. Potency, µM (titrated, usually from 114 µM), for inactives: at the highest dose activity change, negative = inhibition, usual class: inhibitors. hit rate 0.46% among 360,000. AID 651768; further: potency means the concentration at half of the fitted maximal effect; on the % scale 0 is the no-effect control and ±100 the full control effect; nearly all actives have a fitted effect of over 55% in size
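Primary qHTS, 1536-well format. 20 nM WRN + compound, 15 min RT; start with 100 nM forked fluorophore/quencher duplex, 2 mM ATP (final); kinetic read ex 525/em 598 nm.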
The depositor's hits bear a star; ? = inconclusive; . = not tested or not shown; & = joins results of further samples; [ ] = dose if it differs, or a comment. Unless noted, the call rests on the fitted dose curve; in most records, active means well fitted curve in the direction sought with a large enough effect; inconclusive means small, poorly fitted or top-dose-only effect, or another doubt; inactive means no such curve, though single readings can be large; an effect the other way counts as inactive or inconclusive. An unsorted share of the library; 4.1% or so of the library scored in one or more.

molecule	IL2 activator	EPAC1 agonist	PLK1 PBD block	PI5P4Ka inh	EPAC1 antag	Abeta rescue	aSyn yeast inh	FUS suppressor	WRN inhibitor
CCC(C(=O)OC)n1cnc2c(nnn2-c2cccc(OC)c2)c1=O (stereo not given)	0.4	1.4%	-2.1%	0.6	4.6%	3.8%	2.8%	-10.3%	1.3%
CSc1ncccc1C(=O)OCC(=O)c1ccc[nH]1	0.7	-9.2%	-0.8%	-11.3	-3.2%	-16.6%	0.2%	4.6%	11.2%
O=C(O)C1(P(=O)(c2ccccc2)c2ccccc2)CCC1	0.5	-3.3%	-3.1%	1.6	24.4%	-5.2%	-11.7%	19.9%	-3.6%
COc1ccccc1C(=O)CSc1nccn1C	-2.4	0.0%	-13.4%	-26.9	-3.8%	4.2%	-2.0%	13.6%	?
Cc1cccn2c(=O)c3cc(S(=O)(=O)c4ccccc4)c(=N)n(Cc4ccc(F)cc4)c3nc12	-3.2	8.4%	-3.2%	-2.8	10.5%	19.2%	-0.3%	-3.6%	1.2%
Cn1cc[nH]c1=S	-0.2	-7.4%	-3.8%	2.0	13.8%	-9.6%	-0.8%&2.0%	-17.6%	5.4%
CCn1c(/C=C/c2ccc(O)c(O)c2)nc2ccccc2c1=O	-3.2	-3.4%	5.4%	?	?	-18.4%	-2.4%	43.3%	?
Cc1ccc(NC(=O)Nc2nc(-c3ccc(C)s3)cs2)cc1	0.9	-4.0%	-4.5%	-3.5	2.8%	9.0%	-14.4%	8.3%	-13.1%
CC(=NCCc1ccccc1)C1=C(O)CCC1=O	-1.9	6.6%	-12.7%	.	1.1%	-8.4%	-12.2%	15.3%	3.0%
CCOc1ccc(Oc2nc(NCC(C)C)nc(N(C)C)n2)nn1	-0.2	0.6%	-11.3%	0.0	-6.8%	6.7%	4.6%	-13.0%	2.3%
COc1cccc(-c2c(NC(=O)c3ccco3)n(-c3ccc(C)cc3)nc(C)c2=O)c1	2.4	8.2%	-7.6%	.	-17.1%	2.8%	0.4%	?	-0.9%
CC(NC(=O)C12CC3CC(CC(C3)C1)C2)C(=O)N/N=C/C1=C(N2CCOCC2)C(=C\c2cccc([N+](=O)[O-])c2)/CC1 (stereo not given)	5.0	-6.5%	-4.2%	15.1	-27.4%	-15.0%	1.0%	16.5%	-8.0%
Cc1cc(NC(=O)CS(=O)(=O)Cc2ccccc2)no1	0.3	-2.6%	-3.3%	0.2	0.7%	-2.7%	2.4%	13.6%	-4.9%
CCOC(=O)COn1c(=O)c(-c2ccco2)[n+]([O-])c2ccccc21	0.8	0.0%	-23.2%	?	-3.7%	-0.5%	3.5%	13.7%	-7.6%
O=c1c2nnn(-c3ccccc3)c2ncn1C/C=C/c1ccccc1	-3.4	0.5%	-19.8%	-0.1	-4.6%	2.6%	11.9%	-4.7%	-0.1%
COc1cc2c(cc1OC)C(COc1ccccc1OC)N(C(C)=O)CC2 (stereo not given)	-0.6	0.6%	-2.6%	-5.4	2.1%	7.3%	.	-12.2%	-1.1%
Cc1ccccc1NC(=O)COC(=O)c1ccc(S(=O)(=O)N2CCCC2)cc1	-0.2	-7.3%	2.4%	-7.1	10.6%	0.0%	3.3%[1.84 µM]	-4.6%	1.0%
Brc1ccc(C=Nc2ccc(Nc3ccccc3)cc2)s1	0.9	2.2%	7.9%	26.0	-5.6%	-32.2%[inhibitor]	-3.2%	.	-9.8%
COc1ccccc1-c1ccc(Nc2cccc(C(C)=O)c2)nn1	-0.8	2.3%	-8.9%	.	9.4%	4.9%	29.5%	26.7%	-12.4%
CC1(NC(=O)C2CCN(C(=O)Nc3ccccc3)CC2)CCS(=O)(=O)C1 (stereo not given)	1.9	-4.2%	-20.2%	4.0	-21.4%	-12.5%	-5.9%	12.0%	-6.6%
Cc1nn(-c2ccccc2)c(C)c1C(=O)OCC(=O)Nc1ccccc1F	0.6	-11.7%	-5.5%	-1.3	-11.6%	-11.2%	-9.6%	7.0%	-4.7%
COC(=O)c1c(NC(=O)c2nc3nc(C)cc(C(F)F)n3n2)sc2c1CCC2	3.6	6.9%	-7.8%	.	-14.7%	6.1%	0.2%	22.1%	-24.7%
COc1cc2c(cc1OC)C(c1ccc(O)cc1)NCC2 (stereo not given)	0.0	-2.3%	6.8%	3.5	-0.4%	3.3%	-1.3%	17.8%	1.5%
COc1ccc(NC(=S)N2CCCC2)cc1	0.8	-5.2%	-10.6%	24.9	17.9%	-6.0%	-12.3%	10.7%	0.1%
Cc1cc(=O)[nH]c(SCC(=O)Nc2ccccc2C)n1	0.3	0.6%	0.1%	-3.1	7.9%	-12.5%	4.3%	19.9%	8.4%
O=C(NCCc1ccc(Cl)cc1)C1CCC(=O)N(C2CCCCCC2)C1 (stereo not given)	-4.4	-3.2%	-9.0%	0.3	-8.4%	5.4%	4.8%	1.8%	4.0%
O=[N+]([O-])c1cc(CN2CCOCC2)c2cccnc2c1O	-0.5	2.7%	?	-72.9*	?	-12.4%	-14.7%	-1.2%	-22.8%
Cc1nnc(SCC(=O)Nc2ccc(N3CCOCC3)cc2)n1-c1ccccc1	-0.4	-6.4%	-14.2%	-0.2	-4.0%	11.2%	3.1%	-4.3%	7.7%
CC1=C(C(=O)N2CCCCCC2)CC(CC(=O)NC(c2ccccc2)c2ccccc2)C(=O)N1Cc1ccccc1 (stereo not given)	1.0	-0.3%	-0.9%	0.2	-7.4%	6.8%	-1.0%	?	-8.7%
Cc1c(C(=O)c2ccc(N(C)C)cc2)c2ccccn2c1CCC#N	-2.3	12.2%	-4.4%	6.9	-7.7%	14.9%	1.5%	16.4%	-10.2%

(list continues)
molecule	IL2 activator	EPAC1 agonist	PLK1 PBD block	PI5P4Ka inh	EPAC1 antag	Abeta rescue	aSyn yeast inh	FUS suppressor	WRN inhibitor
Cc1c(N(C(=O)c2ccccn2)C2(C(=O)NC3CCCC3)CCCCC2)c(=O)n(-c2ccccc2)n1C	0.4	2.5%	0.4%	2.0	-9.8%	1.2%	-1.7%	11.6%	-27.9%
Cc1cc(-c2cccnc2)c(C#N)c(SCC#N)n1	-0.1	2.1%	-6.4%	.	5.5%	-1.7%	-0.5%	-1.8%	-12.4%
COc1cc(/C=N/Nc2nc(-c3ccc(S(=O)(=O)N(C)C)cc3)cs2)ccc1O	-0.1	-1.5%	-0.3%	-24.4	-3.8%	0.2%	-4.3%	35.5%	-5.3%
S=c1[nH]nc(-c2cc(-c3ccccc3)n[nH]2)n1/N=C/c1cccc(Cl)c1	0.8	89.1µM*	?	-15.3	50.1µM*	3.1%	0.9%	-1.3%	50.1µM*
COC(=O)[C@]1(C)N[C@H](CN(C)C(=O)C2CCCCC2)[C@@H]2C(=O)N(Cc3ccccc3)C(=O)[C@@H]21	0.1	6.2%	-8.7%	-0.3	4.6%	-0.7%	-0.5%	-1.1%	-0.9%
CCCCC(=O)N(C)c1c(C)nc2ccc(C(=O)Nc3cccc(OC)c3)cn12	-0.6	6.3%	-3.3%	6.2	-3.2%	-5.3%	-5.9%	16.4%	-8.9%
COc1ccc(/C=C2/NC(=O)CNC2=O)cc1	0.6	13.9%	-8.9%	-4.1	-7.6%	2.3%	-5.0%	-28.0%	-1.5%
O=C(CN(C(=O)c1csnn1)c1ccccc1Cl)NC1CCCC1	-2.5	14.7%	-3.6%	0.7	5.2%	-10.9%	-7.0%	-9.0%	-5.8%
Cc1sc2ncn3c(C)nnc3c2c1C	-0.4	-0.3%	-1.6%	-2.8	5.4%	-4.1%	3.1%	-10.3%	0.0%
Nc1nnc(-c2ccccc2F)s1	0.2	-4.7%	-19.7%	2.4	12.4%	-1.0%	-1.1%	10.4%	6.0%
NC(=O)CSc1nc2cc([N+](=O)[O-])ccc2n1-c1cccc(C(F)(F)F)c1	-3.3	-9.1%	-12.4%	-2.9	0.4%	-2.9%	-4.0%	.	5.9%
CC1=C(C(=O)NCc2ccccn2)C2(CCC(C)CC2)OC1=O (stereo not given)	1.8	1.8%	-2.2%	-4.6	-16.9%	-7.4%	1.1%	-17.5%	-1.6%
O=C(CCc1ccccc1)Nc1cccc(-c2nnc(-c3ccco3)o2)c1	-2.5	-9.1%	-3.1%	1.4	2.8%	-0.9%	-15.4%	-15.3%	0.2%
O=C(Nc1ccc(N2CCCCC2)cc1)c1ccc2ccccc2n1	-0.1	9.5%	-9.2%	3.2	-4.2%	0.6%	-7.0%	-23.9%	8.6%
CCCOC(=O)c1ccc(NC(=O)CCC(=O)OCC)cc1	-0.2	3.2%	3.4%	.	3.2%	-3.0%	-10.3%	12.0%	-0.3%
COc1cc2c(cc1OC)C(c1c(Cl)cccc1Cl)=NCC2	0.0	-5.7%	-6.0%	0.6	-4.3%	-5.3%	-4.2%	-15.5%	5.6%[57.1 µM]
CCOC(=O)Nc1ccc2c(COC(=O)c3ccccc3O)cc(=O)oc2c1	-0.5	3.0%	-1.5%	-12.4	2.0%	3.1%	-3.6%	26.1%	12.2%
